From PubChem
AMA1 RON2 block – qHTS for Inhibitors of AMA1-RON; Towards Development of Antimalarial Drug Lead: Primary Screen; Plasmodium falciparum AMA1 (3D7) - RON2 peptide interaction; AlphaScreen AMA1-biotinylated RON2 peptide binding; Potency, µM (series often up to 58.2 µM), inactives show at the highest dose activity change, negative = inhibition, usual class: inhibitors; actives 0.2% (n = 360,000); AID 720542, 2013;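 also: potency is read from the fitted curve at half-maximal effect; 0% = vehicle wells and -100% = peptide control; nearly all actives have a fitted effect of over 45% in size; some results filed as inactive show a strong effect at the top dose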
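AMA1 (3D7) with his tag at 25 nM final met compounds first, then biotinylated RON2 peptide at 25 nM; detection used donor plus acceptor beads, 10 µg/mL apiece, read by AlphaScreen after 30 min at room temperature.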
Shiga toxin inh – A qHTS for Small Molecule Inhibitors of Shiga Toxin; Vero cells, Shiga toxin protein synthesis inhibition reporter; inhibition, % at 38.7 µM; actives 9.2% (n = 290,000); AID 2315, 2010; in the data active = inhibition mostly above about 28%, no sharp cut-off; inactive = mostly below about 43%; also: 0% is about no effect
LmPK inh – qHTS Assay for Inhibitors of Leishmania Mexicana Pyruvate Kinase (LmPK) | Q27686 | Potency, µM (series often up to 57.5 µM), for the others: top-dose activity change, negative = inhibition, most hits filed as inhibitors | AID 1721, 2009 | actives 0.37% (n = 290,000) | purified LmPK, Kinase-Glo ATP luminescence, 1 h; also: potency is read from the fitted curve at half-maximal effect; % is scaled to controls: 0 for no effect and ±100 for the full control effect
Target sequence (Q27686 whole entry, looked up): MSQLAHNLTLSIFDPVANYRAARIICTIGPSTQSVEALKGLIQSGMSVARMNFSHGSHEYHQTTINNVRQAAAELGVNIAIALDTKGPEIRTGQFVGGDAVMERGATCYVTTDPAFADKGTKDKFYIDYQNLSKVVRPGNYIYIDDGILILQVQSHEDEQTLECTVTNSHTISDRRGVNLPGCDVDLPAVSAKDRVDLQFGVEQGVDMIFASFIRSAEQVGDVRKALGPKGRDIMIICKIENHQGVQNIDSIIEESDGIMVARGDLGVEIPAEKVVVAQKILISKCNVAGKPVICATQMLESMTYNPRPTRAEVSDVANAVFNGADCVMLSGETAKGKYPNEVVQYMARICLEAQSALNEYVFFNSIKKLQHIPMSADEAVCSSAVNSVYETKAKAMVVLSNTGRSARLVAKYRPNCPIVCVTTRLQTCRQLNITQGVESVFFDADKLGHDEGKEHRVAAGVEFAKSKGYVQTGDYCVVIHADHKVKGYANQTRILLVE
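Purified LmPK (0.1 nM) with 0.5 mM PEP and 0.1 mM ADP in imidazole buffer pH 7.2 with MgCl2/KCl, 1 h at room temperature. ATP formed was read by luciferase luminescence and normalized to no-enzyme and uninhibited controls.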
CHX counter – Cycloheximide Counterscreen for Small Molecule Inhibitors of Shiga Toxin; cell reporter, cycloheximide protein synthesis inhibition counterscreen; max response, %; actives 12% (n = 300,000); in the data active = max response mostly above about 13%, no sharp cut-off; inactive = mostly below about 14%; also: read at 38.3 µM for the half of the compounds with a filed dose; 0% is about no effect
Pf growth 96h – Primary qHTS for delayed death inhibitors of the malarial parasite plastid, 96 hour incubation; Potency, µM (highest dose often 28.7 µM), for the others: at the highest dose activity change, negative = inhibition, most hits filed as inhibitors; P. falciparum luciferase reporter growth, 96 h; AID 504834, 2011; actives 6.9% (n = 320,000); also: potency is read from the fitted curve at half-maximal effect; % is scaled to controls: 0 for no effect and ±100 for the full control effect
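Luminescence readout: decreased luciferase signal marks inhibited growth of reporter-expressing P. falciparum in infected red cells (2% hematocrit, 0.05% parasitemia final), exposed to compound two generations (96 h, 37 C, 5% CO2).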
Pf growth 48h – Primary qHTS for delayed death inhibitors of the malarial parasite plastid, 48 hour incubation; actives 5.9% (n = 310,000); Potency, µM (titrated, usually from 28.7 µM), for the others: at the top dose activity change, negative = inhibition, usual class: inhibitors; P. falciparum luciferase growth in erythrocytes, 48 h; also: potency is read from the fitted curve at half-maximal effect; % is scaled to controls: 0 for no effect and ±100 for the full control effect
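Luminescence readout; reporter = integrated firefly luciferase in P. falciparum. RBC culture at 2% hematocrit, 0.1% parasitemia final, 37 C/5% CO2; decreased signal taken as growth inhibition.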
Tb PYK inh – qHTS of Trypanosoma Brucei Inhibitors; pyruvate kinase (Trypanosoma brucei), Q57TT1; TbPYK enzyme, Kinase-Glo Plus ATP luminescence, 45 min; Potency, µM (series often up to 76.8 µM), inactives show at the top dose activity, negative = inhibition, actives largely listed as inhibitors; actives 0.12% (n = 410,000); also: potency is read from the fitted curve at half-maximal effect; % is scaled to controls: 0 for no effect and ±100 for the full control effect; nearly all actives have a fitted effect of over 50% in size
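Luminescent Kinase-Glo Plus end-point after 45 min room-temperature reaction of T. brucei pyruvate kinase started with 130 uM ADP (final). Buffer TEA 50 mM pH 7.2 with KCl, MgCl2, BSA, Tween-20; titration-based qHTS with fitted concentration-effect curves.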
* marks the source's active call; other numbers are inactive results; u = inconclusive; x = not tested or not shown; [ ] = dose if it differs, or a comment. Unless noted, calls follow the shape of the dose curve; as a rule, active = well fitted curve in the direction sought with a large enough effect; inconclusive = small, poorly fitted or top-dose-only effect, or another doubt; inactive = no such curve, though single readings can be large; an effect the other way counts as inactive or inconclusive.

SMILES | AMA1 RON2 block | Shiga toxin inh | LmPK inh | CHX counter | Pf growth 96h | Pf growth 48h | Tb PYK inh
CCOc1ccccc1C1C(C#N)=C(N)Oc2n[nH]c(CC)c21 (centres undefined) | -7% | -3 | 2% | -4 | 19% | 1% | -5%
Cc1ccnc(NC(=O)COc2ccccc2[N+](=O)[O-])c1 | x | 140* | -15% | 40* | x | 363%[activator] | x
Cc1ccc(NCc2cccnc2)c(Br)c1 | -3% | 15 | -5% | 11 | -9% | 12% | 2%
CCCC1CCC(=C(C#N)C(N)=O)CC1 (centres undefined) | -18% | -8 | -1% | 1 | 20% | 9% | 3%
OC(CN1CCN(c2ccccn2)CC1)Cn1c2ccccc2c2ccccc21 (centres undefined) | -16% | 0 | -3% | -4 | 1.9µM* | u | 4%
Cc1c2cnn(CC(=O)N3CCC4(CC3)OCCO4)c(=O)c2c(C)n1Cc1ccccc1F | 1% | -5 | 3% | -3 | 0.01µM* | 3% | 1%
CCOC(=O)c1cc2c(C)n(-c3ccc(C)cc3)c(C)c2ccc1=O | -23% | 120* | 5% | 35* | 0% | u | 4%
Cc1ccccc1-c1nc(CN2CCC(C(=O)NCCC3=CCCCC3)CC2)c(C)o1 | -1% | 16 | 6% | 7 | x | u | x
COc1ccc(NC(=O)CN2C(=O)N(C)Cc3ccccc32)c(C)c1 | -7% | -5 | 1% | -1 | 15µM* | 5%[5.75 µM] | 4%
Cc1cc(NC(=O)C2CCCN2C(=O)Nc2c(C)cccc2C)ccc1-n1cnnn1 (centres undefined) | -2% | 13 | -1% | -1 | 12% | u | -1%
O=c1c2ccccc2cnn1-c1nc2ccccc2[nH]1 | 9% | -35 | 2.2µM* | -10 | -41% | -31% | 13µM*
Cc1c(NC(=O)c2ccccc2NS(=O)(=O)c2ccc(Br)cc2)c(=O)n(-c2ccccc2)n1C | 9% | -7 | 9% | 5 | -18% | 13% | 0%
Cc1cc(NC(=O)CSCc2ccccc2C)no1 | 16% | 49 | 15% | 12 | u | 15% | -3%
O=C(Cn1c(CO)nc2ccccc21)NCCc1ccc(F)cc1 | 0% | -10 | -1% | 5 | 15% | 41%[activator] | -1%
Cc1oc2c(c(C)cc3oc(=O)c(CC(=O)N[C@@H](C)C(=O)O)c(C)c32)c1C | -10% | 17 | 0% | 6 | 19% | 16% | 7%
C=CCNC(=O)c1sc(-c2ccccc2)nc1C | -11% | 42* | 1% | 17* | 82%[activator] | 45%[activator] | -9%
CCCNc1nc2ccccc2n2c(C)nnc12 | -6% | -9 | 3% | -1 | 9.3µM* | 8% | -5%
CCn1c(=S)sc2c(=O)n(CC(=O)Nc3cccc(Br)c3)c(C)nc21 | -5% | 14 | 0% | -2 | u | -6% | 2%
O=C(CCc1nnc(CCCc2ccccc2)o1)NCCCC1CCCC1 | 1% | 120* | -4% | 41* | 5% | -6% | 0%
COc1ccc(C(=O)NNc2cc(C)nc(NNC(=O)c3ccc(OC)cc3)n2)cc1 | 53%[activator] | 25 | -5% | 10 | -5% | 58%[activator] | -2%
O=C(CSc1nnc(Cc2ccccc2)o1)Nc1ccccc1 | -10% | 2 | 3% | 18 | 15% | 33%[activator] | 1%
CN1CCN(C(=O)c2cccc(S(=O)(=O)N3CCCC3)c2)CC1 | -3% | x | x | x | -25% | -28% | 1%
O=C1C=C(Nc2cccc(O)c2)CC(c2ccco2)C1 (centres undefined) | -21% | 15 | 8% | 1 | 1% | 25% | 5%
CCCc1cc(C(=O)Nc2sc3c(c2C(=O)OCC)CCCC3)no1 | -1% | 1 | 0% | -4 | -17% | 3% | 0%
O=C(NN=C1CCN(Cc2ccccc2)CC1)c1cccc(S(=O)(=O)Nc2ccccc2Cl)c1 | 42%[activator] | -6 | 8% | 14 | -19% | 22% | 2%
Cc1ccc2c(c1)N(CC(=O)N1CCCCCC1)C(=O)C(C)O2 (centres undefined) | -2% | -4 | -6% | 0 | 29% | 11% | 4%
Cc1noc(C)c1S(=O)(=O)N(CC(=O)N1CCn2c1nc1ccccc12)c1ccc(C(C)C)cc1 | -3% | 1 | 1% | -1 | u | x | -2%
Cc1cc(C)cc(NC(=O)c2sc3nc4n(c(=O)c3c2C)CCC4)c1 | 1% | 2 | -1% | 17 | 11% | 18% | 3%
CC(C)CN(C(=O)CSc1nnc(C2CC2)n1-c1ccccc1)C1CCS(=O)(=O)C1 (centres undefined) | 6% | x | x | x | -15% | 51%[activator] | -1%
CC(=O)Nc1ccc(S(=O)(=O)NC(C)c2ccncc2)cc1 (centres undefined) | 10%[11.6 µM] | x | x | x | 13% | -18% | 0%
CCOC(=O)C1CCN(S(=O)(=O)c2ccc(OC)c(C(=O)N3CCCCCC3)c2)CC1 | -8% | -2 | -4% | -2 | -5% | -4% | -25%
N/C(=N\OC(=O)CCCc1ccccc1)c1cccnc1 | 18% | 40* | -3% | 21* | 20% | -6% | -5%
COc1cc(CN2CCCC(C(=O)c3ccc4c5c(cccc35)CC4)C2)cc(OC)c1O (centres undefined) | -10% | 1 | 0% | -2 | 12% | -27% | -18%
Cc1nnc(NC2=NCCC2)s1 | 46%[activator] | -9 | 7% | 1 | x | u | -1%
COc1ccc(-n2ncc3c2CC(C)(C)CC3NC(=O)CCN2CCCCC2=O)cc1 (centres undefined) | 9% | -11 | -7% | -1 | -13% | -8% | 5%
CN(C)S(=O)(=O)c1ccc(N2CCCC2)c(C(=O)N2CCN(S(=O)(=O)c3ccc(F)cc3)CC2)c1 | -5% | x | x | x | u | u | 3%

Complete entries, looked up by structure. Values in the order: AMA1 RON2 block	Shiga toxin inh	LmPK inh	CHX counter	Pf growth 96h	Pf growth 48h	Tb PYK inh
Cc1cc(C)cc(NC(=O)c2sc3nc4n(c(=O)c3c2C)CCC4)c1 is entered as 1%	2	-1%	17	11%	18%	3%
CCOC(=O)C1CCN(S(=O)(=O)c2ccc(OC)c(C(=O)N3CCCCCC3)c2)CC1 is entered as -8%	-2	-4%	-2	-5%	-4%	-25%

(next part)
SMILES | AMA1 RON2 block | Shiga toxin inh | LmPK inh | CHX counter | Pf growth 96h | Pf growth 48h | Tb PYK inh
COCC(=O)OCC(=O)Nc1cc([N+](=O)[O-])ccc1Cl | 3% | -13 | 1% | 5 | 15% | 14% | 0%
COc1ccc([C@H]2CC(=O)C=C(c3ccc(OC)c(OC)c3)C2)cc1 | 0% | x | x | x | u | u | -3%
COc1ccc(OC)c(NC(=O)CSc2nnc(-c3ccco3)o2)c1 | -2% | -8 | 4% | 1 | -15% | 62%[activator] | -4%
O=C(N/N=C1\CC(c2ccccc2)Oc2ccccc21)c1ccc(O)cc1 (centres undefined) | 38%[activator] | 118* | -5% | 40* | u | u | 7%
O=C(CCNC(=O)Cn1ccc2ccccc2c1=O)NCc1ccccn1 | 12% | -10 | 6%[11.5 µM] | -2 | u | 16% | 0%
COc1cc(CC(=O)OCC(=O)c2c[nH]c3ccccc23)cc(OC)c1OC | 4% | x | x | x | 13µM* | 4.1µM* | 5%
Cn1c2ccccc2c2cc(C(=O)NNS(=O)(=O)c3ccc(F)cc3)sc21 | -10% | 9 | 1% | -3 | 4% | u | 4%
CCC(C)[C@H](N)c1cn([C@@H](Cc2ccc(O)cc2)C(=O)N2CCNCC2)nn1 (some centres undefined) | 1% | -21 | 2% | 6 | 75%[activator] | 26% | 2%
Cc1c(NS(=O)(=O)c2ccc3c(c2)NC(=O)CC(=O)N3)cccc1[N+](=O)[O-] | -3% | -5 | -7% | -10 | 15µM* | 12% | -4%
C#CCOC(=O)Nc1cnccc1C(F)(F)F | 2% | -9 | 2% | -4 | 13% | 36%[activator] | 2%
C(=N\c1nc2ccccc2[nH]1)/c1cccs1 | -6% | 27 | 14µM* | 4 | 10µM* | 29% | -6%
CC(=O)Nc1ccc2c(c1)N(S(=O)(=O)c1cccs1)CCC2 | -1% | x | x | x | 48%[activator] | -3% | 0%

Sorted by molar mass (low to high): some entries from above
SMILES | AMA1 RON2 block | Shiga toxin inh | LmPK inh | CHX counter | Pf growth 96h | Pf growth 48h | Tb PYK inh
CCCC1CCC(=C(C#N)C(N)=O)CC1 (centres undefined) | -18% | -8 | -1% | 1 | 20% | 9% | 3%
CCn1c(=S)sc2c(=O)n(CC(=O)Nc3cccc(Br)c3)c(C)nc21 | -5% | 14 | 0% | -2 | u | -6% | 2%
CC(C)CN(C(=O)CSc1nnc(C2CC2)n1-c1ccccc1)C1CCS(=O)(=O)C1 (centres undefined) | 6% | x | x | x | -15% | 51%[activator] | -1%

Next section:
SMILES | AMA1 RON2 block | Shiga toxin inh | LmPK inh | CHX counter | Pf growth 96h | Pf growth 48h | Tb PYK inh
O=C1CCCN1CCCNC(=S)Nc1ccc(F)cc1 | -26% | 29 | 0% | -2 | 6% | 3% | -11%
Cc1ccc(Oc2coc3cc(O)ccc3c2=O)cc1 | -10% | 29 | 1% | 31* | 2% | -11%[0.00184 µM] | -3%
CCOc1ccc(C2C(C(=O)c3ccco3)=C(O)C(=O)N2CCN(C)C)cc1 (centres undefined) | x | 2 | 6% | 1 | 45%[activator] | x | x
COC(=O)c1[nH]c(C)c(/C(O)=C2\C(=O)C(=O)N(CCN(C)C)C2c2cccc(OC)c2OC)c1C (centres undefined) | 4% | 4 | -4% | -3 | -8% | -22% | -7%
CCCn1cnc2sc(CC)cc2c1=O | 12% | 52* | 1% | 30* | 33%[activator] | 43%[activator] | -5%
O=C1NCCN/C1=C\C(=O)c1ccc(Cl)cc1 | 2% | 67* | -8% | 55* | 315%[activator] | 145%[activator] | -6%
CCOC(=O)C1C(=O)CC(C)(O)C(C(=O)OCC)C1c1ccco1 (centres undefined) | -10% | -14 | 5% | -5 | x | 4% | -21%
Cc1cc(C)cc(NC(=S)NCCN(C2CCCCC2)C2CCCC2)c1 | 6% | 4 | -7% | -2 | u | u | 3%
CSc1nc(-c2ccc(Cl)cc2)nc(N)c1C#N | 10% | -11 | 1% | 1 | 21% | 14% | -1%
Cc1ccc(NC(=O)CSc2nnc(Cc3csc(C)n3)o2)cc1 | 18% | x | x | x | u | -7% | 1%
Cc1c(N=C/C=C/c2ccccc2)c(=O)n(-c2ccccc2)n1C | -4% | -11 | 4% | -2 | x | x | 1%
Cc1cccc(C)c1N1C(=O)CN(Cc2ccccc2)C1=S | -10% | -4 | 2% | -2 | 23% | u | 4%
CC1CC(CC(=O)NC(=S)Nc2ccccc2Cl)C(=O)O1 (centres undefined) | 1% | 10 | -1% | -3 | u | 2% | 2%
COc1ccc(-c2nn(CC(=O)Nc3ccc(Cl)c(Cl)c3)c(=O)c3ccccc23)cc1 | 4% | -14 | 1% | 1 | u | u | -1%
Cc1cccc(CCNC(=O)CN(C)S(=O)(=O)c2cnc[nH]2)c1 | 13% | -6 | -6% | 4 | u | 11% | -8%
CCC(CC)C(=O)N1CCN(c2ccccc2)CC1 | 0% | -14 | -9% | -1 | 67%[activator] | 20% | -3%
COc1ccc(C2CC(c3ccc(C)o3)=NN2C(C)=O)cc1 (centres undefined) | -29% | 97* | -5% | 21* | u | 48%[activator] | -8%
